DTT redox prof: compounds producing H2O2 with reducing agent – biochemical, NIH compound library profiling, artefact control for MLSCN library redox annotation, primary screen; AID 878; DTT-dependent redox cycling H2O2, phenol red/HRP absorbance; 100% = 100 µM peroxide control, 0% = buffer; activation, % at 10 µM; hit rate 0.03% among 200,000;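 active = activation of at least 50% relative to the plate's high and low controls in the primary single-dose screen; inactive = activation below 50%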;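 note: compound incubated with DTT at 0.8 mM final as the reducing agent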
G6PDH counter: counter-screen for G6PDH assay hits: L. mesenteroides G6PDH inhibition. inhibition, % at 5 µM. Purified L. mesenteroides G6PDH, diaphorase/resazurin coupled fluorescence, 45 min. hit rate 0.12% among 200,000
L major viab: reduces viability of Leishmania major promastigotes; resazurin fluorescence viability; inhibition, % at 10 µM; hit rate 9% among 200,000; AID 1063;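 note: promastigotes grown with compound for 44 hours at 28 °C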
PMI act hi M6P: PMI (human) activation, high substrate. P34949. coupled PMI enzyme assay, resazurin fluorescence, 20 min; hits give high values; 1 = untreated enzyme, 0 = substrate-free blank. activation factor at 20 µM. hit rate 0.34% among 190,000. AID 1216;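 active = activation factor of 2 or more at 20 µM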
Target sequence (P34949 whole entry, looked up): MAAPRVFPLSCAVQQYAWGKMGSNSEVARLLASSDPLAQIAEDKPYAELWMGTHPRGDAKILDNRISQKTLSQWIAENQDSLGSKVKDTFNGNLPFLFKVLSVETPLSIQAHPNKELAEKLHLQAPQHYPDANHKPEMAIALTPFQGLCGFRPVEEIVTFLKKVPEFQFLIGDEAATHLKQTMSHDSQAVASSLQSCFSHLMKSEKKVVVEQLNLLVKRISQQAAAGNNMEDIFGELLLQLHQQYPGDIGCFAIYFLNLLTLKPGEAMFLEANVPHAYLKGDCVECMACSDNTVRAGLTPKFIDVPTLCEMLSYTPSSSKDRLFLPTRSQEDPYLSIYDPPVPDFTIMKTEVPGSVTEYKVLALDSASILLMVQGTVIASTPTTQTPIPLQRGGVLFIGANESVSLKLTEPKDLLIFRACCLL
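Technique: Diaphorase-driven resazurin-to-resorufin fluorescence, excitation 544, emission 590 nm | Assay system: Human PMI in coupled enzyme assay | Times: Enzyme reaction with compound 20 min at room temperature | Medium: HEPES-buffered pH 7.4 with magnesium and detergent | Reagent: Mannose-6-phosphate 1.0 mM (near-saturating) plus 0.22 mM NADP+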
TLR4 MyD88 comp: blocks binding of human TLR4 to MyD88. O00206+Q99836. HeLa CL3-4 TLR4/MyD88 BLA complementation, FRET ratio. inhibition, % at 8.4 µM. hit rate 0.18% among 200,000. AID 861; in the data active = inhibition above about 25%;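 note: 0% = vehicle and 100% = reference inhibitor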
RAM inhibit: blocks the yeast RAM network. inhibition, % at 50 µM. S. cerevisiae dse1pr::URA3 reporter, 5-FOA growth OD615, 2 d; analog-sensitive cbk1-as2 kinase mutant strain. hit rate 1.8% among 190,000;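 active = inhibition above a set limit, 3 SD over mean compound inhibition, cut at about 8.4% in these data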;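 note: 0% = DMSO-only wells with no growth and 100% = 10 µM 1-NA-PP1 full growth; inhibition rescues growth on 5-FOA so higher OD means more RAM inhibition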
PMI act: activators of human phosphomannose isomerase. P34949. purified human PMI, coupled resazurin fluorescence, 20 min; hits give high values; 1 = vehicle control, 0 substrate-free wells. activation factor at 20 µM. hit rate 0.005% among 190,000. AID 1214;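 active = activation factor of 2 or more at 20 µM, relative to plate controls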
Diaph inh CS: diaphorase inhibition or chemical oxidation counter-screen. diaphorase resazurin-to-resorufin fluorescence, NADH, 16 min; bacterial (C. kluyveri) enzyme, not human. inhibition, % at 20 µM. hit rate 0.69% among 190,000;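 active = primary screen inhibition at 20 µM above a set limit, cut at about 50% in these data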;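 note: plate controls were DMSO with full reaction for no effect and wells lacking NADH for full effect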
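Test system: bacterial diaphorase enzyme (C. kluyveri); Quantity: 0.14 U/mL diaphorase, enzyme working solution; Times: reaction incubation of 16 min at room temperature; Measured by: fluorescence of resorufin formed from resazurin, Ex 544/Em 590 nm; Benchmarks: positive control minus NADH, DMSO neutral control.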
Hsp70 activator: transcriptional activators of Hsp70; HeLa Hsp70 promoter luciferase reporter, luminescence; scaled: vehicle 0, proteasome-inhibitor control 100%; activation, % at 10 µM; hit rate 0.04% among 200,000;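 active = activation above the mean across all tested compounds plus 3 SD, cutoff set per campaign, cut at about 5.5% in these data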;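 note: 100% = MG132 at 30 µM as the positive control and 0% = DMSO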
Diaph act CS: diaphorase activation or chemical reduction counter-screen. AID 1229. activation factor at 20 µM. Diaphorase/resazurin coupled assay, resorufin fluorescence, 16 min; hits give high values; 1 = vehicle wells, 0 = NADH-free wells. hit rate 0.005% among 190,000;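 active = diaphorase activity raised at least twofold by the compound at 20 µM; inactive = activation factor below 2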
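test system = bacterial diaphorase enzyme (C. kluyveri) | quantity = enzyme 0.07 U/mL final | reagent = NADH substrate 0.114 mM plus resazurin dye 0.1 mM, final | incubation = 16 min enzyme reaction, ambient temperature | buffer or medium = HEPES pH 7.4 buffer with MgCl2 and Tween 20 | signal = fluorescence of resorufin, 544 nm excitation, 590 nm emission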
S1P3 antag: S1P3 (human) receptor antagonism | inhibition, % at 4.98 µM | Q99500 | hit rate 0.27% among 170,000 | CHO S1P3 NFAT-BLA reporter, FRET fluorescence, antagonist mode;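 active = inhibition above the plate cutoff, the mean inhibition of test wells on that plate plus 3 SD, cut at about 28% in these data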;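 note: cells challenged with S1P at its EC80 of 0.8 µM; blue over green emission ratio from cleaved BLA substrate after 4 h stimulation; 0% = S1P-stimulated wells and 100% = unstimulated DMSO-only wells; some compounds past the cut are filed as inactive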
Target sequence (Q99500 whole entry, looked up): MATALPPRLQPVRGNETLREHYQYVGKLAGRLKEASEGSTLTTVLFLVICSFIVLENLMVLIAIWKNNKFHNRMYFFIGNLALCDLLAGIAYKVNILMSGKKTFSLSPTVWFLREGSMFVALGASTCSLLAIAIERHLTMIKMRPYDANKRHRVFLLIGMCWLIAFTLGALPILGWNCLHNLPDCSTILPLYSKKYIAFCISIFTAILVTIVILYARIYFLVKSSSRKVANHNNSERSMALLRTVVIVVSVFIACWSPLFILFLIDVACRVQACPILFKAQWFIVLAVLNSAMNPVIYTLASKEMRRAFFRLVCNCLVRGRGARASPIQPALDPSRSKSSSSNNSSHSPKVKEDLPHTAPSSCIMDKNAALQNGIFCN
Active calls of the source: *; · = no result given. Cut-off read from the data, not from the text of the source, unless noted: active = inhibition above about 50%; inactive = the rest.

Sequence of screens – DTT redox prof	G6PDH counter	L major viab	PMI act hi M6P	TLR4 MyD88 comp	RAM inhibit	PMI act	Diaph inh CS	Hsp70 activator	Diaph act CS	S1P3 antag
O=c1cc(CSc2nnc(Nc3ccccc3F)s2)nc2sccn12
    1.3	6	-2	1	-8	0.9	1.1	16	-0.3	0.8	3
O=[N+]([O-])c1ccc(N2CCCCC2)s1
    -0.1	-5	-4	1	-1	1.9	0.9	6	-0.1	0.9	-9
CC(=O)Nc1ccc(N(C(=O)CNC(=O)c2ccco2)C(C(=O)NCC2CCCO2)c2ccccc2)cc1 (stereo not drawn)
    -1.7	9	2	1	15	0.6	1	3	0.0	1	-23
COc1cccc(-c2nc(CS(=O)(=O)CC(=O)N3CCN(C)CC3)c(C)o2)c1
    -0.7	14	-4	1.1	-19	0.3	1.1	1	-0.3	1	-22
Cc1ccc(OCCOCCOc2ccc(Br)cc2/C=N\NC(=O)c2ccncc2)cc1
    -0.2	-3	6	0.8	-8	0.7	0.8	24	-0.4	0.8	-7
CS(=O)(=O)N1CCC(C(=O)Nc2ccc3c(c2)OCCO3)CC1
    0.0	-7	-2	1	3	2.3	1	7	0.0	0.9	·
Cc1ccc(NC(=O)C(=O)NCCOc2ccccc2Cl)cc1
    0.8	8	-4	1	5	3.6	1	11	-0.3	0.9	-2
CCc1c(O)nc(SCC(=O)N2CCCCC2)n(-c2ccccc2C)c1=O
    0.1	4	1	1	-8	1.6	1	9	0.4	0.9	22
COc1ccccc1CC(=O)N1CCN(c2ccc([N+](=O)[O-])cc2)CC1
    -0.6	5	8	0.9	-4	1.9	1	8	-0.2	0.9	0
O=C(CSCC(=O)N1CCCCC1)OCC(=O)c1c[nH]c2ccccc12
    1.4	-4	0	0.9	6	2.6	0.8	6	0.0	0.9	-19
CC(C)Cc1c(O)nc(SCC(=O)Nc2ccc3c(c2)CCC3)[nH]c1=O
    0.9	4	-8	1.1	0	6.8	1.1	4	0.3	1	·
COc1ccccc1NC(=S)N(CCCN1CCOCC1)Cc1cn(C)c2ccccc12
    -0.6	18	68*	1	-13	1.9	0.9	10	-0.1	0.9	1
O=C(C1CCN(Cc2cccs2)CC1)N1CCN(Cc2ccc3c(c2)OCO3)CC1
    0.2	4	10	1.1	15	1.1	1	21	-0.3	0.8	6
CCCc1nnc(NC(=O)Nc2ccccc2OC)s1
    0.5	0	-7	1	4	0.8	0.9	6	-0.3	0.9	6
Cc1ccc(Nc2c([N+](=O)[O-])ccc3c2=NC2(CCCCC2)N=3)cc1
    -7.0	10	51*	0.5	6	0.7	0.7	51*	-0.3	0.5	·
C=C(C)c1cccc(C(C)(C)NC(=O)NCc2ccc(OC)cc2)c1
    0.0	-6	-1	1.1	5	1.7	1.1	11	-0.4	0.9	3
O=c1cc(N2CCCCC2)[nH]c(=O)n1C1CCCCC1
    0.1	14	-7	0.8	-12	3.0	1	4	0.0	1	-13
Cn1c(=O)[nH]c2cc(Cl)cnc21
    -1.0	4	-4	0.9	1	2.2	1	16	0.0	0.8	·
COc1ccc2c(c1)c(C(=O)N/N=C/c1ccc(O)c(O)c1)c(C)n2C
    -0.3	19	0	0.9	-3	2.6	0.6	50	-0.2	0.5	-1
CC(C)(C)OC(=O)N1CCC(c2cc(=O)n3[nH]c(-c4ccc(Cl)cc4)cc3n2)CC1
    -0.3	-2	-1	1	3	4.0	1	10	-0.1	0.9	·
COCCn1c(SCC(=O)N2CCc3ccccc3C2)nc2cc(Cl)ccc2c1=O
    0.0	-3	60*	1	5	0.8	1	35	-0.1	0.7	-5
Cc1cc(C)cc(-n2c(C)cc(C(=O)CSc3nnnn3C)c2C)c1
    0.0	-5	91*	1	-7	0.3	1	13	0.4	0.9	·
Cc1ccc2nc(/C(C#N)=N/O)[nH]c2c1
    0.0	4	-11	0.8	4	1.8	0.8	10	0.4	0.9	15
Oc1c(C(c2ccccc2)N2CCN(Cc3ccccc3)CC2)sc2ncnn12 (stereo not drawn)
    -0.3	6	-4	1	2	0.1	0.9	19	-0.1	0.8	-18
C#CCNC(=O)C1=C[C@@H](c2ccc(Br)cc2)C[C@@H](OCc2ccc(CO)cc2)O1
    -1.1	2	12	0.8	-14	7.6	0.9	35	-0.2	0.6	-2
CN=C(NC#N)SCC(=O)c1ccc(Cl)cc1Cl
    2.6	-1	10	0.9	2	0.3	1	21	-0.1	0.8	-13
COc1cc(/C=C(\C#N)c2nc3ccccc3s2)ccc1OCC(=O)Nc1ccccc1
    0.3	0	21	1	-6	2.0	1	-9	-0.1	1.1	14
CCOc1cc(C(=O)Nc2ncn[nH]2)cc(OCC)c1OCC
    -3.2	3	-9	1	-5	0.5	1.1	0	-0.3	1	-7
COc1ccc(-c2c(=O)n(OCc3ccccc3[N+](=O)[O-])c3ccccc3[n+]2[O-])c(OC)c1
    -1.3	-2	19	1	7	2.1	1	51*	-0.4	0.5	3
Cc1ccc(Nc2nc(C3CC3)cs2)cc1
    -2.5	1	-2	1	2	2.0	0.9	9	0.3	0.9	-4

(further entries)
Sequence of screens – DTT redox prof	G6PDH counter	L major viab	PMI act hi M6P	TLR4 MyD88 comp	RAM inhibit	PMI act	Diaph inh CS	Hsp70 activator	Diaph act CS	S1P3 antag
O=C(C1CC1)N1CCN=C1SCc1cccc(F)c1
    -2.0	26	-10	0.9	10	1.1	0.9	16	-0.3	0.8	35
Cc1c(NC(=O)c2cccs2)cccc1C(=O)O
    1.5	4	81*	0.9	4	0.9	0.9	16	-0.3	0.8	·
COc1ccc(Br)cc1-c1nc(CCl)cs1
    -0.1	1	4	1.9	11	3.5	1.5	20	0.1	0.8	-8
O=C(O)CCCN1C(=O)/C(=C\c2ccco2)SC1=S
    -0.2	14	-8	0.4	3	0.5	0.7	59*	-0.3	0.4	0
COc1cccc2c(=O)c(C(=O)O)c[nH]c12
    0.1	5	-1	0.9	3	1.6	0.9	3	-0.1	1	·
O=C(Cn1c2ccccc2c(=O)c2ccccc21)N/N=C/c1ccc(N2CCCC2)c([N+](=O)[O-])c1
    -0.1	8	-4	1.1	-7	2.9	0.9	9	-0.2	0.9	-24
CC1(C)CC2(CC(c3ccccc3)c3ccc(O)cc3O2)NC(=S)N1 (stereo not drawn)
    -0.8	8	16	1	-5	1.0	1	2	0.0	1	-15
Cc1cc(C)cc(NC(=O)C(=O)NCCc2c[nH]c3ccccc23)c1
    -2.0	2	-1	0.9	-2	4.5	0.9	24	-0.3	0.8	-17
O=C(O)CC1S/C(=N/N=C/c2ccc(-c3ccc(Cl)c([N+](=O)[O-])c3)o2)NC1=O (stereo not drawn)
    0.4	7	-5	0.9	2	0.2	1.1	15	-0.1	0.9	11
CC(C)N(C(=S)NCc1ccccc1)c1ccccc1
    -2.3	8	4	1	-7	3.3	1	-5	-0.1	1.1	2
COC(=O)Cc1ccc(NC(=S)NCc2ccco2)cc1
    -0.4	-6	-3	1	4	1.8	1	7	0.2	0.9	5
COc1cccc(C(=O)C2CCCN(C(=O)c3ccc(C#CC(C)(C)O)cc3)C2)c1 (stereo not drawn)
    -0.3	0	5	1	7	0.7	1	9	0.0	0.9	7
N#CC1=C(SCC(=O)NC2CCCCC2)NC(=O)CC1c1ccco1 (stereo not drawn)
    2.1	3	-1	1	10	5.2	1	-3	-0.4	1	-9
O=C(Cn1cnc2c(nnn2Cc2ccc(F)cc2)c1=O)NCc1ccco1
    0.9	10	-8	0.9	-5	1.8	1	16	-0.2	0.8	-17
Cc1ccc(-n2ncc3c(N4CCN(c5ccc(F)cc5)CC4)ncnc32)c(C)c1
    0.6	-47	-5	0.9	16	3.9	0.9	6	-0.2	0.9	27
COc1ccc(N(C(=O)c2cccnc2)S(=O)(=O)c2ccccc2)cc1
    1.0	10	8	0.9	-4	0.5	0.9	8	-0.2	0.9	-17
CC(=O)c1cc(C(C)=O)c(C)nc1C
    -0.2	4	-3	1	-4	1.0	1	4	0.3	1	-23
CCN(CC)C(=O)Oc1ccc(NC(C)=O)cc1
    2.6	-3	3	1	-10	1.9	1	6	-0.3	0.9	-58
COc1cccc(-n2c(=O)[nH]cc(C(=O)Nc3ccc4c(c3)OCCO4)c2=O)c1
    0.0	1	-6	1	0	8.8*	1.1	12	0.0	0.9	-12
Cc1cccc(NC(=O)c2cc(NC(=O)c3ccccc3)ccc2N2CCCCC2)c1
    0.1	10	-2	0.9	-4	3.1	0.9	12	-0.2	0.9	·
COc1ccc(CN(C(=O)c2ccc(CN3CCOCC3)o2)C(C(=O)NCC2CCCO2)c2ccc(F)cc2)cc1 (stereo not drawn)
    -0.1	11	3	1.1	-10	0.0	1.1	-23	-0.4	1.2	-17
CCOC(=O)C1CCN(S(=O)(=O)c2cccc(-c3cn4cc(Cl)ccc4n3)c2)CC1
    0.1	15	1	1.2	0	3.6	1	3	-0.2	1	·
CCCCN1C(=O)C(=O)N(c2ccccc2)C1=S
    0.0	9	0	1	-17	0.4	1	2	0.2	1	-2
Brc1ccc(C2CC(c3ccccc3)=Nc3ccccc3N2)cc1 (stereo not drawn)
    -0.6	1	27	1.1	-20	1.3	1.3	19	-0.2	0.8	2
O=C(COC(=O)c1cccnc1)c1ccc(Cl)cc1
    -0.2	11	-6	1	-2	-1.2	1	1	-0.3	1	-32
FC(F)(F)c1cccc(N2CCN(c3ccc4nnc(-c5ccccc5)n4n3)CC2)c1
    2.8	2	1	0.9	12	7.1	0.9	14	0.0	0.9	8
CCC(C)NC(=O)C1CCN(S(=O)(=O)c2cccc3cccnc23)CC1 (stereo not drawn)
    1.1	3	-4	0.9	-2	0.8	1	16	0.0	0.8	-9

Structures listed above that bear a hit mark in RAM inhibit:
compound | DTT redox prof | PMI act hi M6P | TLR4 MyD88 comp | RAM inhibit | PMI act | Hsp70 activator | S1P3 antag
COc1cccc(-n2c(=O)[nH]cc(C(=O)Nc3ccc4c(c3)OCCO4)c2=O)c1 | 0.0 | 1 | 0 | 8.8* | 1.1 | 0.0 | -12
